# P. falciparum M17LAP: P. falciparum M17LAP inhibitors, primary screen, biochemical, fluorogenic H-Leu-NHMec substrate, 1536-well (AID 1619) | Leucine aminopeptidase (Plasmodium falciparum (isolate 3D7)) | recombinant M17LAP, H-Leu-NHMec fluorogenic kinetic assay; higher % means a stronger effect | inhibition, % at 30 µM, or IC50 in µM where a hit was titrated | 220,000 compounds, 0.38% hits;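 active means compound inhibiting the enzyme by more than half at any dose during confirmatory dose-response retesting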;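 further: plate controls were full reaction with DMSO carrier for no effect and no enzyme background for full effect; strong numbers were not always called active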
# SIAH1 antagonists: Siah-1 peptide-binding antagonists, primary screen, biochemical, fluorescence polarization, rhodamine-plectin, uHTS (AID 1817); Siah-1 / rhodamine-plectin peptide fluorescence polarization; higher % means a stronger effect; one-dose displacement, % at 20 µM; IC50 in µM for titrated hits; 290,000 compounds, 0.02% hits;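 active means displacement of at least 50% at 20 µM, with a fluorescence ratio check between 0.3 and a set limit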;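 further: plate controls were Siah plus tracer with DMSO for no effect and tracer alone without Siah for full effect; strong numbers were not always called active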
# M1AAP inhibition: P. falciparum M1AAP inhibitors, biochemical, fluorogenic H-Leu-NHMec substrate, 1536-well (AID 1445) | Aminopeptidase N (Plasmodium falciparum (isolate 3D7)) | recombinant M1AAP, H-Leu-NHMec fluorogenic kinetic assay; higher % means a stronger effect | inhibition, % at 30 µM; hits with a dose series show IC50 in µM | 220,000 compounds, 0.42% hits;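 active means primary inhibition above the hit cutoff, then over 50% inhibition at one or more dose response concentrations, cut at about 23% in these data, passing the limit was not always enough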;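 further: plate controls were DMSO full reaction for no effect and no enzyme background for full effect; strong numbers were not always called active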
# Salmonella PhoP GFP: inhibitors of PhoP regulon expression, primary screen, Salmonella Typhimurium, GFP reporter (AID 1863) | S. Typhimurium PhoP-regulated promoter GFP reporter, 4 h; higher % means a stronger effect | 300,000 compounds, 0.16% hits | one-dose inhibition, % at 50 µM; IC50 in µM for titrated hits;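 active means inhibition over 29.93%, a cutoff 3 SD above the screen mean, later confirmed by dose response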;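 further: 0% = low Mg2+ inducing control and 100% = high Mg2+ repressing control; strong numbers were not always called active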
# Yfh1-off respiration: enhancers of respiration in Yfh1-depleted yeast, dose response, Friedreich's ataxia, plus single-dose screen (AID 1465); 220,000 compounds, 0.074% hits; fold induction at 50 µM; hits with a dose series show EC50 in µM; S. cerevisiae Yfh1-off respiration, WST-1 reduction, 72 h; higher fold induction means a stronger effect;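 active means fold induction of absorbance versus untreated yeast above a set limit, then at least 30% activation at any dose in follow-up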;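 further: activators that raise dye reduction in frataxin-depleted yeast; strong numbers were not always called active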
# PMI inhibition: human PMI inhibitors, high substrate, primary screen, biochemical, fluorescence intensity, high mannose 6-phosphate (AID 1220). recombinant PMI enzyme, coupled fluorescence intensity; higher % means a stronger effect. inhibition, % at 20 µM, or IC50 in µM where a hit was titrated. 190,000 compounds, 0.66% hits; in the data active means inhibition above about 50%
# XIAP antagonists: XIAP antagonists, biochemical, IAP family, fluorescence polarization (AID 1018); XIAP BIR domain, fluorescence polarization peptide displacement; higher % means a stronger effect; one-dose displacement, % at 20 µM; IC50 in µM for titrated hits; 200,000 compounds, 0.007% hits; in the data active means displacement above about 50%; further: a part of the inactive calls stands beside numbers as strong as those of hits
# West Nile virus CPE: West Nile virus antiviral activity, cell-based, CPE readout (AID 1621); West Nile virus-infected cells, CPE inhibition; higher % means a stronger effect; one-dose CPE inhibition, % at 10 µM; IC50 in µM for titrated hits; 290,000 compounds, 0.02% hits; in the data active means a potency from the dose series; further: strong numbers were not always called active
# ER stress rescue: rescue of cells from ER stress-induced death, primary screen, 384-well, CSM14.1, thapsigargin, ATP luminescence (AID 1222) | cellular ATP content (survival), % at 20 µM; hits with a dose series show EC50 in µM | 190,000 tested, under 10 active | CSM14.1 thapsigargin-induced death rescue, ATP luminescence; higher % means a stronger effect;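 active means EC50 below 50 µM in the dose-response confirmation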;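 further: death triggered by thapsigargin at about 15 µM added after 2 h compound pretreatment; cell ATP read after overnight thapsigargin exposure of roughly 18 to 22 hours; normalized against plate controls of thapsigargin alone and 5% DMSO vehicle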
# Active calls of the source: *; i = inactive; . = not tested or not shown.
SMILES,P. falciparum M17LAP,SIAH1 antagonists,M1AAP inhibition,Salmonella PhoP GFP,Yfh1-off respiration,PMI inhibition,XIAP antagonists,West Nile virus CPE,ER stress rescue
COCCCNCC(=O)Nc1sc(C)c(C)c1C(=O)OC,12%,2%,1%,6%,i,6%,-5.2%,0.6%,2.0%
Cc1cc(C)cc(OCCNS(=O)(=O)c2cccs2)c1,-4%,6%,-2%,6%,i,9%,2.0%,-0.5%,-5.6%
Nn1c(CSc2nc3ccccc3o2)nnc1CSc1nc2ccccc2o1,-1%,-1%,3%,-1%,i,7%,-2.5%,0.0%,-2.0%
CC(C)C(=O)NN(C(=O)C(C)C)c1nc2ccccc2s1,8%,11%,5%,-7%,i,.,.,0.0%,.
Cc1cc(C)c(NC2=NS(=O)(=O)c3ccccc32)c(C)c1,-10%,2%,-1%,0%,i,-9%,-6.6%,-0.3%,-0.9%
Cc1ccn(-c2cc(O)c(-n3ccc(C)n3)cc2O)n1,4%,6%,1%,6%,i,14%,-5.1%,0.1%,1.5%
CC(C)(O)C(=O)N=Nc1c(O)[nH]c2ccccc12,16%,1%,2%,2%,i,-13%,-5.1%,-0.1%,-1.5%
CC(=O)C1=C(O)CCC1=N,-7%,0%,1%,-4%,i,0%,-2.2%,0.3%,.
O=C1NC(=O)/C(=C\c2ccsc2)N1,1%,-5%,2%,-3%,i,4%,-1.3%,0.3%,1.2%
CS(=O)(=O)N(CCc1ccccc1)CC(=O)Nc1ccccc1,3%,-2%,1%,-11%,i,0%,-1.8%,-0.6%,-2.0%
Cn1c(=O)c2c(nc(NCc3ccco3)n2CC(O)CO)n(C)c1=O (stereo unspecified),-1%,-3%,-3%,-1%,i,6%,-3.8%,-0.1%,5.9%
CC1(C)CC(=O)C2=C(C1)OC(N)=C(C#N)C2C1C=CCCC1 (stereo unspecified),3%,2%,5%,8%,i,10%,-5.2%,0.1%,-2.3%
Cc1ccc(S(=O)(=O)N(C)C)cc1NC(=S)NC1CCCC(C)C1C (stereo unspecified),1%,1%,-7%,0%,i,6%,-3.4%,-1.5%,-0.2%
Cc1ccc(S(=O)(=O)N(CCO)c2cc3c(s2)CCCC3)cc1,1%,-2%,0%,-9%,i,6%,-4.8%,-0.3%,.
CC(C)Cc1nnc(NS(=O)(=O)Cc2ccccc2)s1,12%,-3%,8%,-19%,i,-3%,-8.4%,1.7%,2.7%
COc1ccc(C(=O)c2c[nH]c(C(=O)NCc3cccnc3)c2)cc1,-6%,1%,0%,12%,i,8%,-1.1%,1.5%,0.4%
Cc1ccc(C)c(C(=O)Nc2cc(C)nn2-c2nc(C)cc(C)n2)c1,-4%,2%,-3%,-4%,i,9%,-15%,-1.0%,.
Cc1nnc(SCc2ccc([N+](=O)[O-])cc2)o1,-1%,-7%,8%,8%,i,0%,-3.8%,-0.3%,-1.1%
CCCCN1C(=O)Nc2ccccc2S1=O (stereo unspecified),7%,0%,-11%,17%,i,-4%,-1.1%,-0.1%,-0.6%
CN(C)CCCO/N=C(\c1ccccc1)c1ccncc1,3%,-7%,-2%,-3%,i,-17%,4.9%,-0.4%,-1.2%
N#Cc1cc(C(=O)c2ccccc2OCC(=O)Nc2ccccc2)cn(C2CCCCC2)c1=O,4%,5%,3%,-8%,i,15%,0.4%,-0.7%,1.5%
CCOC(=O)C1(Cc2cccc(OC)c2)CCCN(C(=O)c2cc(C)[nH]n2)C1 (stereo unspecified),2%,5%,-8%,-3%,i,.,-0.7%,0.1%,-0.9%
CCO[C@@H]1OC(C(=O)N2CCOCC2)=C[C@H](c2ccccc2)[C@H]1CCCO,-6%,4%,0%,-5%,i,13%,-6.7%,-0.5%,-1.7%
CC1CCN(S(=O)(=O)c2ccc3nc(-c4ccccn4)cc(C(=O)NCCN(C)Cc4ccccc4)c3c2)CC1,18%,2%,7%,1%,i,11%,-4.2%,-0.8%,3.2%
CCOP(C)(=O)C1(C(=O)OCc2ccccc2)CC1 (stereo unspecified),-6%,2%,2%,-10%,i,0%,-3.9%,-0.1%,-0.9%

# The listing continues.
SMILES,P. falciparum M17LAP,SIAH1 antagonists,M1AAP inhibition,Salmonella PhoP GFP,Yfh1-off respiration,PMI inhibition,XIAP antagonists,West Nile virus CPE,ER stress rescue
O=C(CN1CC(=O)Oc2ccccc21)NCc1ccco1,17%,-6%,-13%,19%,i,4%,-0.9%,1.6%,-0.5%
Cn1c(=O)oc2cc(S(=O)(=O)NCCC(=O)NCCc3ccccc3)ccc21,-5%,-3%,7%,1%,i,3%,-4.4%,0.1%,-2.1%
CC(=O)c1ccc(NC(=S)N2C(C)CCCC2C)cc1 (stereo unspecified),4%,2%,9%,-2%,i,-6%,-3.3%,0.5%,0.9%
O=C(c1cc(-c2cccs2)on1)N1CCc2ccccc2C1,3%,0%,1%,-4%,i,5%,-2.4%,-0.3%,-1.2%
Cc1ccc(-c2ccc3nnc(SCC(=O)NCC4CCCO4)n3n2)cc1 (stereo unspecified),3%,-10%,0%,3%,i,4%,-3.4%,0.0%,2.1%
Cc1ccc(/C=N/NC(=S)NC(C)C)o1,10%,-2%,8%,1%,i,0%,2.6%,0.5%,0.7%
COc1ccc(/C=C/c2ccncc2)cc1OC,0%,-2%,21%,-2%,i,1%,-0.4%,0.4%,-1.0%
Cc1cnc(NC(=O)c2ccccn2)s1,4%,-2%,6%,0%,i,.,.,0.4%,.
Cc1ccc(N(Cc2ccc(C(=O)NCCSc3ccccn3)cc2)S(C)(=O)=O)cc1C,-13%,2%,-6%,-15%,i,12%,-3.9%,-0.8%,-1.0%
Cc1c(Cl)cccc1NC(=O)C1CCCCC1,8%,3%,1%,6%,i,1%,-2.9%,-0.1%,-0.7%
COc1ccc(/C=N/NC(=O)C(N)=O)c(OC)c1OC,17%,-3%,16%,9%,i,-3%,-2.1%,-0.1%,0.3%
CC1(C)Cc2nc3nc(SCC(=O)NCc4ccccc4)n(-c4ccccc4)c(=O)c3cc2CO1,-2%,5%,3%,-6%,i,6%,-3.0%,-0.3%,-1.7%
CCOC(=O)N1CCN(CC(O)COCc2ccccc2)CC1 (stereo unspecified),4%,7%,5%,0%,i,1%,-3.7%,-0.1%,-0.7%
O=C(COc1ccc(Cl)cc1Cl)N/N=C/c1ccc(OC2OC(CO)C(O)C(O)C2O)cc1 (stereo unspecified),-2%,2%,7%,-6%,i,.,.,-0.1%,.
NC(=O)COc1ccc2c3c(c(=O)oc2c1)CCCCC3,-9%,-5%,7%,9%,i,8%,-8.9%,-0.1%,-2.0%
CCOc1ccc(C(CC(=O)O)NC(=O)c2sc3ccccc3c2Cl)cc1 (stereo unspecified),18%,1%,0%,-17%,i,-19%,-39%,0.0%,0.2%
O=C(C1CC1)N1CCc2cc(Br)cc(S(=O)(=O)NCc3ccccn3)c21,6%,-1%,3%,-9%,i,2%,-2.4%,-0.2%,0.4%
Cc1ccccc1CN(C)CC(=O)NC(C)CCc1ccccc1 (stereo unspecified),-3%,-3%,1%,-3%,i,-6%,-6.1%,-0.5%,.
CCOC(=O)C1=C(C)Nc2ncnn2C1c1ccc2c(c1)OCO2 (stereo unspecified),-6%,-2%,-1%,3%,i,5%,-2.2%,-0.5%,0.7%
O=S(=O)(NC1=NCCCCC1)c1ccccc1Cl,4%,9%,1%,-4%,i,.,.,0.0%,.
NC(=O)COC(=O)c1ccc(C(=O)C(=O)c2ccccc2)cc1,4%,0%,5%,4%,i,-60%,-13%,0.8%,-1.0%
Brc1ccc(-c2csc(-c3c[nH]c4ccccc34)n2)cc1,2%,0%,11%,2%,i,8%,-2.8%,-0.3%,-1.2%
CC1(C)CC(=O)CC(=Nc2ccc3[nH]c(=O)[nH]c3c2)C1,6%,3%,11%,-8%,i,11%,-1.1%,0.2%,1.0%
CC(=O)N(Cc1ccc(F)cc1)C1=C(NCc2ccccc2)C(=O)c2ccccc2C1=O,-3%,5%,4%,15%,.,-28%,-7.0%,.,-4.4%
CC(=O)N/N=C(\C)c1ccc2c(c1)OCCO2,0%,-1%,1%,-9%,i,15%,-7.0%,0.1%,0.5%

# Further structures.
SMILES,P. falciparum M17LAP,SIAH1 antagonists,M1AAP inhibition,Salmonella PhoP GFP,Yfh1-off respiration,PMI inhibition,XIAP antagonists,West Nile virus CPE,ER stress rescue
CC(C)=CCCC(C)CN1CCC(N2CCC(C(=O)NC(C)C)CC2)CC1 (stereo unspecified),-3%,-2%,1%,6%,i,1%,-1.6%,0.0%,0.1%
Cc1ccccc1CSc1nnc(C)c(=O)n1N,-5%,0%,-5%,3%,i,-1%,-11%,-0.1%,0.1%
Cn1nccc1C(=O)Nn1cnnc1,2%,-1%,9%,-3%,i,9%,1.6%,1.1%,-2.2%
COc1ccc(CC(=O)O/N=C(\N)c2ccncc2)cc1,0%,0%,6%,-9%,i,.,.,-0.7%,.
COc1cccc(NC(=O)c2cc([N+](=O)[O-])ccc2N2CCN(C)CC2)c1,24%,-4%,11%,6%,i,.,-1.9%,-0.8%,0.8%
Cc1ccccc1N=C1SC(CC(=O)Nc2ccc3ccccc3c2)C(=O)N1Cc1ccccn1 (stereo unspecified),0%,-3%,-1%,-4%,i,17%,-5.0%,-0.7%,-2.4%
Cc1ccc(NC(=O)COC(=O)/C=C/c2ccco2)cc1S(=O)(=O)N(C)C,4%,-4%,2%,12%,i,-16%,-6.8%,-0.5%,0.5%
Cn1c(CN2CCOCC2)c(C#N)c2ccccc21,11%,-3%,1%,10%,i,3%,-4.8%,0.1%,-2.3%
COC(C[C@H](O)[C@@H](C)[C@@H](O)COCc1ccccc1)OC,12%,-1%,2%,-4%,i,.,.,0.0%,.
COc1ccc(CNC(=O)c2cc3c(C)nc4ccccc4c3o2)c(OC)c1,3%,1%,3%,-4%,i,1%,-7.3%,-0.3%,0.1%
CCn1c(O)c(N=NC(=O)c2ccc(CSc3nncn3C)cc2)c2ccccc21,1%,1%,15%,-11%,i,4%,-5.6%,0.4%,-0.4%
COc1ccccc1Oc1c(C)oc2c(CN3CCN(CCO)CC3)c(O)ccc2c1=O,-307%,-1%,13%,-3%,.,4%,-3.0%,.,-0.4%
COc1ccc(NS(=O)(=O)c2ccc3nc(COc4ccc(C#N)cc4)[nH]c3c2)cc1,-10%,-4%,8%,24%,i,20%,-1.0%,1.1%,1.1%
O=C1COc2ccc(C(=O)COC(=O)CNC(=O)c3ccccc3)cc2N1,4%,4%,-1%,1%,i,-2%,-7.5%,0.0%,-1.2%

# Only PMI inhibition and P. falciparum M17LAP, for some of the entries so far:
Structure,PMI inhibition,P. falciparum M17LAP
CCOC(=O)C1(Cc2cccc(OC)c2)CCCN(C(=O)c2cc(C)[nH]n2)C1 (stereo unspecified),.,2%
O=C(C1CC1)N1CCc2cc(Br)cc(S(=O)(=O)NCc3ccccn3)c21,2%,6%

# Screens: PubChem BioAssay, several laboratories
